procasp3 activ – procaspase-3 (human) activation; P42574; recombinant procaspase-3 D3A, Ac-DEVD-pNA absorbance 405 nm; activation, % at 8.5 µM; 330,000 compounds, 0.11% hits;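 active means activation above the mean of all tested compounds plus 3 SD, cut at about 21% in these data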;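 further: 0% = DMSO alone and 100% = DMSO wells spiked with extra 5 µM PC-3 D3A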
Target sequence (P42574 whole entry D9A/D28A/D175A): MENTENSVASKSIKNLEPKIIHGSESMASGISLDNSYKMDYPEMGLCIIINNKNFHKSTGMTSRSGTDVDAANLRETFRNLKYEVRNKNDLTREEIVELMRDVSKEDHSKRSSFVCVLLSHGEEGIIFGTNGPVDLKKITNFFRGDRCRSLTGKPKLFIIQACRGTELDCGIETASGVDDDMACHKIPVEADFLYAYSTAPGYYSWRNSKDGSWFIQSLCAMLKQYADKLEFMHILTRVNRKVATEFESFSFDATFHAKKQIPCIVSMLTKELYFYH
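Compound: 8.5 µM single point, 0.8% DMSO / Material: Autoprocessing-dead procaspase-3 D3A mutant enzyme / Timing: 1 h preincubation plus 2 h reaction at 25 °C / Medium: Zinc-free HEPES/NaCl buffer with 0.01% Triton X-100 at pH 7.4 / Technique: 405 nm absorbance of p-nitroaniline, reads at 0 and 120 min / Repeats: one well per compound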
RPL19A-GFP yeast – yeast TOR pathway RPL19A-GFP modulation; S. cerevisiae RPL19A-GFP strain, flow cytometry, 3 h; stronger effect = lower value; percent response vs DMSO, % at 10 µM; 330,000 compounds, 0.3% hits; AID 2025;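 active means percent response vs DMSO below 50%; inconclusive means fewer than 70 events counted for the yeast strain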;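 further: median channel GFP fluorescence of the barcoded RPL19A-GFP strain; ratio of sample median GFP to plate DMSO average so 100% = DMSO; lower means less RPL19A-GFP as with rapamycin TOR inhibition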
LAP4 TOR yeast – alters LAP4-GFP fluorescence in TOR pathway yeast screen | GFP response vs DMSO, % at 10 µM | AID 2023 | 320,000 compounds, 0.34% hits | S. cerevisiae LAP4-GFP multiplex, flow cytometry GFP, 3 h; median GFP as percent of DMSO wells;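 active means GFP response vs DMSO above a set limit, about the screen mean plus 3 SD, cut at about 150% in these data; inconclusive means under 70 cell events counted for the yeast strain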
Yeast superoxide – lowers age-related superoxide in aged yeast cells; 330,000 compounds, 0.18% hits; AID 2690; S. cerevisiae aged cells, superoxide DHE fluorescence; stronger effect = lower value; superoxide response (% of plate mean), % at 10 µM;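 active means superoxide response under a set limit, about three screen SD below normal, cut at about 65% in these data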;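 further: yeast aged for seven days with compound at 30 °C before DHE staining; 100% = average MFI of all compound-treated wells on the plate with controls excluded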
MEP2-GFP yeast – modulators of TOR pathway MEP2-GFP in S. cerevisiae; S. cerevisiae MEP2-GFP strain, flow cytometry GFP, 3 h; 100% = DMSO control level; GFP response vs DMSO, % at 10 µM; 330,000 compounds, 0.51% hits; AID 2016;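 active means GFP response versus DMSO above a set limit, roughly screen mean plus 3 SD, cut at about 180% in these data; inconclusive means fewer than 70 cells counted for a yeast strain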;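 further: median GFP fluorescence of the barcode-gated MEP2-GFP cells per well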
procasp7 counter – counter-screen: procaspase-7 (human) activation; P55210; activation, % at 8.5 µM; recombinant procaspase-7, Ac-DEVD-pNA absorbance 405 nm; D23A/D198A/D206A triple mutant, cannot self-cleave; scale: DMSO 0, 5 µM enzyme 100; 330,000 compounds, 0.093% hits;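 active means percent activation above the screen-wide mean plus 3 SD, cut at about 25% in these data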
Target sequence (P55210 whole entry D23A/D198A/D206A): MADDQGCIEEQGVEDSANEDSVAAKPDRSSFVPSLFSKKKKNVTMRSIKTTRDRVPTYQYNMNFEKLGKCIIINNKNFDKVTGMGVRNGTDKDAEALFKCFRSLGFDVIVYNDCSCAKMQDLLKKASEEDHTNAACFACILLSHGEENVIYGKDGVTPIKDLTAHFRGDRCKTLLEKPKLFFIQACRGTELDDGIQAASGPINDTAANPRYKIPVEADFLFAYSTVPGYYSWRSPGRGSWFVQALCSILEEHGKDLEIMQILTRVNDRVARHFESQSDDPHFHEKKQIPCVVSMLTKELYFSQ
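System: Uncleavable procaspase-7 mutant enzyme; Amount: 2 µM procaspase-7 mutant as dispensed; Schedule: 1 h compound preincubation, 2 h substrate cleavage, 25 °C; Measured by: 405 nm absorbance of p-nitroaniline; Evaluation: percent activation from buffer-corrected 0–120 min absorbance change; Control set: low DMSO alone, high DMSO plus 5 µM PC-7.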
AHR activator – activates the human aryl hydrocarbon receptor. activation, % at 5 µM. AID 2796. 320,000 compounds, 2.5% hits. P35869. AHR-responsive luciferase reporter cells, luminescence; in the data active means activation above about 47%;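 further: 0% = vehicle wells and 100% = reference agonist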
JMJD2C inh – inhibitors of human GASC-1 (JMJD2C) demethylase; Q9H3R0; AID 2099; 330,000 compounds, 0.069% hits; GST-JMJD2C(1-420) H3K9me3 demethylation, DELFIA europium; inhibition, % at 2.35 µM;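 active means more than half of a compound's replicate wells show inhibition beyond 50%, single wells judged on their own value; inconclusive means some, but no more than half, of replicates pass 50% inhibition; inactive means no replicate passes 50% inhibition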;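 further: signal counts dimethyl H3K9 product captured on neutravidin plate; 0% = median of DMSO wells and 100% = 0.3 times that DMSO median; strong numbers were not always called active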
Target sequence (Q9H3R0 1-420 limits assumed): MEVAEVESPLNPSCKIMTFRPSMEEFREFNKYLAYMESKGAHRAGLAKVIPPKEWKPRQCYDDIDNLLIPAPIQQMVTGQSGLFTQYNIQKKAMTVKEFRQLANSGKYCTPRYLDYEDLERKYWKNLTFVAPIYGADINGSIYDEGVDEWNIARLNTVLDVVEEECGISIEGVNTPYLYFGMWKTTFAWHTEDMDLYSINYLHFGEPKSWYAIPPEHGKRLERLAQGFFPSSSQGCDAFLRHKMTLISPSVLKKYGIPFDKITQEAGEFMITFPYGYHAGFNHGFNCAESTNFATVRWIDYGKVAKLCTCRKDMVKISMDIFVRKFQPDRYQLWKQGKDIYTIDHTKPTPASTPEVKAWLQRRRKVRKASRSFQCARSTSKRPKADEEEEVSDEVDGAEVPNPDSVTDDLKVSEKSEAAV
* hit, by the source's call; u = inconclusive; x = no result given; & = joins results of further samples; [ ] = remark or other dose.

SMILES	procasp3 activ	RPL19A-GFP yeast	LAP4 TOR yeast	Yeast superoxide	MEP2-GFP yeast	procasp7 counter	AHR activator	JMJD2C inh
C=CCN(CC=C)C(=O)c1c(OC)cccc1OC	11	98	107	109	123	6	1	-3
COCCn1nnnc1C(c1ccccn1)N1CCN(c2cccc(C)c2C)CC1 (centres undefined)	1	91	89	91	93	11	2	-10
CN1CCN(CCCNC(=O)c2ccc3c(Cl)c4c(nc3c2)CCCC4)CC1	2	103	99	96	103	5	-2	-2
Cc1cc(NC(=O)c2cccs2)ncc1NC(=O)C(C)C	-3	108	95	93	109	-4	32	6
CC1(C)CC(n2c(NCCO)nc3c(c2=O)C2(CCCC2)Cc2ccccc2-3)CCO1 (centres undefined)	-2	100	102	119	101	-2	-1	2
COc1ccc(C2=NOC(C(=O)NCc3ccccn3)C2)cc1 (centres undefined)	4	95	101	97	102	7	4	-17
O=C(O)C1CCCCC1C(=O)NCCCN1CCOCC1 (centres undefined)	-7	101	110	98	105	16	1	4
CCn1cc(S(=O)(=O)CC(=O)Nc2cc(C)on2)c2ccccc21	-8	95	90	96	93	6	9	3
CC1=NN(c2ccc(C)c(C)c2)C(=O)/C1=C/c1ccc2c(c1)n(C)c(=O)n2C	11	98	85	90	108	-1	5	12
COc1ccc(Cl)cc1NC(=S)N1CCN(c2ccccn2)CC1	-8	90	90	88	94	-7	-2	8
Cc1nc([N+](=O)[O-])c(Br)n1CC(=O)c1ccc(Br)cc1	-2	89	85	83	98	-8	0	-3
CS(=O)(=O)Cc1cc(N2CCCC2)nc(-c2ccccc2)n1	-6	103	105	94	107	2	-1	3
Cc1cc(Cl)ccc1OCC(=O)NNC(=O)c1cccs1	1	96	109	101	113	-4	15	9
Cc1ccc(/C=C/S(=O)(=O)NCC(=O)O)cc1	2	92	104	101	91	4	2	3
CCOC(=O)C1CCCN(C(=O)CCCOc2cc(=O)n(C)c3ccccc23)C1 (centres undefined)	-4	103	105	102	97	4	0	3
COc1nc(C)ccc1-c1noc(-c2ccccn2)n1	-11	x	107	87	102	-2	-7	6
CCCCN1C(=O)C(=O)N(CC(=O)Nc2ccc(C(N)=O)cc2)C1=O	2	96	98	101	99	8	0	x
CCCC(=O)NC(c1ccc2c(c1)OCO2)c1cc(Cl)c2cccnc2c1O (centres undefined)	3	98	90	155	101	2	-2	17
O=C(Cn1nc(Cc2ccncc2)c2ccccc2c1=O)N1CCc2ccccc2C1	-1	97	98	93	98	7	-3	-4
CCN(CCn1cccn1)C(=O)CCc1nnc(-c2ccc3c(c2)OCO3)o1	4	107	96	86	106	7	9	-10
CCCCCCOC(=O)c1ccc(NC(=O)c2cc(OC)c(OC)c(OC)c2Br)cc1	4	102	98	97	101	1	6	9
c1cn(-c2ncnc3sc4c(c23)CCCC4)cn1	-1	97	98	95	98	9	17	6
COc1ccc(C(=O)N/N=C(\C)CC(=O)NC2CCCCC2)c(OC)c1	-8	89	108	111	102	5	12	1
CCOC(=O)c1ccc(NC(=O)c2nc[nH]c2C(=O)N2CCN(c3ccccc3)CC2)cc1	-9	98	126	87	94	-6	5	-1
Cc1cccc(-n2nnc(C(=O)NCc3ccccc3Cl)c2N)c1	1	99	108	96	106	10	-9	9
Cc1ccc(N(C(=O)Cn2nnc(-c3ccc(F)cc3)n2)C(C(=O)NC(C)(C)C)c2ccncc2)cc1 (centres undefined)	-8	105	93	100	104	-1	0	-2
CCS(=O)(=O)NCc1csc(-c2ccccc2)n1	7	104	112	77	107	-2	3	5
O=C(Nc1c[nH]c(=O)[nH]c1=O)c1ccccc1Br	3	106	86	97	105	19	0	-3
COC(=O)c1cn(Cc2cc(OC)ccc2OC)cc(F)c1=O	-2	103	82	98	103	-9	-1	-8
COc1ccccc1C(CNC(=O)c1cccc(S(=O)(=O)NCc2ccccc2)c1)N(C)C (centres undefined)	12	100	102	106	102	-11	-1	-4
C=CCNc1nc(C(=O)OCC(=O)c2ccc(F)cc2)cs1	0	102	102	86	104	8	0	-15
Nc1ccc(O)c2c1C(=O)c1ccccc1C2=O	13	97	146	108	147	3	6	u
O=C(NCC1CCCO1)c1onc(CSc2ccc(F)c(F)c2)c1C(=O)O (centres undefined)	7	x	x	x	x	3	0	-13
O=C(C1Cc2ccccc2CN1C(=O)c1ccco1)N1CCN(c2ccccc2)CC1 (centres undefined)	12	91	91	109	93	-3	2	x
O=C1[C@H]2[C@@H](c3ccc(F)cc3)N3C(=O)N(c4ccc(Br)cc4)C(=O)[C@@]3(Cc3ccccc3)[C@H]2C(=O)N1C1CCCCC1	5	90	119	96	86	-17	-1	18
CC(C)(C)C(=O)Cn1c[n+](N)cn1	3	97	97	82	100	-16	3	-18
CCN(C(=O)CN(C)Cc1c(F)cccc1Cl)c1c(N)n(Cc2ccccc2)c(=O)[nH]c1=O	-10	100	93	111	90	-6	-2	0
C=CCn1c(SCC(=O)Nc2nnc(CC)s2)nnc1-c1cccnc1	3	96	98	90	101	12	1	-11
CCc1noc(C)c1C(=O)OCC(=O)Nc1ccc2c(c1)OCO2	-2	97	99	99	97	-5	4	2
N#Cc1c(-c2ccccc2)cc(C2CC2)nc1SCC(=O)O	-2	100	108	91	107	-11	-1	-46
Cc1nn(CC(=O)O)c2ccccc12	12	93	92	98	95	2	1	15
O=C(Nc1ccccc1)C1=C[C@@H](c2ccccc2)C[C@@H](OCc2ccc(CO)cc2)O1	1	99	106	93	84	10	11	-3
COC(=O)CN1C(=O)CC(C)(C)S(=O)c2ccccc21 (centres undefined)	5	101	104	93	105	8	0	-7
CCOC(=O)c1ccc(-c2c(-c3ccccc3OC)oc3ccccc23)cc1F	14	100	106	103	107	-2	8	-1
CC1=CS(=O)(=O)CC1Sc1nc(C)n[nH]1 (centres undefined)	16	100	94	98	101	5	0	-6

Compound profiles (already shown).
O=C(C1Cc2ccccc2CN1C(=O)c1ccco1)N1CCN(c2ccccc2)CC1 (centres undefined) is listed as procasp3 activ: 12; RPL19A-GFP yeast: 91; LAP4 TOR yeast: 91; Yeast superoxide: 109; MEP2-GFP yeast: 93; procasp7 counter: -3; AHR activator: 2; JMJD2C inh: x
Nc1ccc(O)c2c1C(=O)c1ccccc1C2=O is listed as procasp3 activ: 13; RPL19A-GFP yeast: 97; LAP4 TOR yeast: 146; Yeast superoxide: 108; MEP2-GFP yeast: 147; procasp7 counter: 3; AHR activator: 6; JMJD2C inh: u
COC(=O)CN1C(=O)CC(C)(C)S(=O)c2ccccc21 (centres undefined) is listed as procasp3 activ: 5; RPL19A-GFP yeast: 101; LAP4 TOR yeast: 104; Yeast superoxide: 93; MEP2-GFP yeast: 105; procasp7 counter: 8; AHR activator: 0; JMJD2C inh: -7

Continued.
SMILES	procasp3 activ	RPL19A-GFP yeast	LAP4 TOR yeast	Yeast superoxide	MEP2-GFP yeast	procasp7 counter	AHR activator	JMJD2C inh
CCCCOC(=O)c1ccc(NC(=S)NC(=O)c2c(Cl)cnn2CC)cc1	-18	39*[may fluoresce violet]	83[may fluoresce violet]	100	406*[may fluoresce violet]	-3	1	2
COC(=O)CNC(=O)c1ccc(OC2CCN(C(=O)C3CC3)CC2)cc1	1	97	108	64*	106	-2	-2	-4
CC(=O)Nc1ccc(S(=O)(=O)NC2CC2)cc1	3	109	98	94	116	1	-1	2
COC(=O)c1ccc(C)c(NC(=O)C2COc3ccccc3O2)c1 (centres undefined)	3	95	91	93	93	12	0	-4
NC(=O)C1CCN(S(=O)(=O)Cc2ccccc2Cl)CC1	0	97	93	104	88	-7	1	-5
CCC(=O)N1CCN(c2ccc(NC(=S)NC(=O)c3ccc(OC)c([N+](=O)[O-])c3)cc2)CC1	1	95	125	115	94	-11	-2	-4
CC(=O)Nc1ccc(S(=O)(=O)Nc2nc3ccccc3nc2Cl)cc1	8	102	102	91	105	-5	3	-2
CC(C)CNS(=O)(=O)c1ccc(CCC(=O)NC2CCCC2)cc1	6	105	98	105	101	8	0	1
O=C(NCCC1=CCCCC1)C(=O)NCc1ccccc1Cl	-5	103	98	91	101	3	0	11
CCOCCN(C(=O)c1ccccc1Cl)c1ccccc1	-1	101	101	96	106	-2	-3	7
COc1ccc(-c2cn(CCC(=O)O)c(-c3ccc(Cl)nc3)n2)cc1	-2	98	100	105	104	12	1	6
CCO/N=C/C(=O)Nc1ccc(F)cc1F	-1	103	90	101	102	3	-5	2
COc1cc(S(=O)(=O)N2CCC(O)(c3cccc(C(F)(F)F)c3)CC2)ccc1-n1cnnn1	2	104	98	91	106	3	-1	-14&-2
c1ccc(-c2ccc(CN3C[C@@H]4C(c5ccccc5)C5(c6cccnc6)CC4(C5)[C@H]3c3ccccc3)cc2)cc1 (some centres undefined)	8	90	137	90	92	9	3	-3
Cc1nn(-c2ccccc2)c(C)c1C(=O)NCc1ccccc1F	-9	99	92	116	104	-1	0	-3
Cc1ccc(NC(=O)CN(C)C2CCCCC2)cc1Cl	x	115	102	99	113	x	x	-44
COC(=O)c1cccc(NC(=O)CSc2nc(=O)cc(N)n2-c2ccccc2)c1	6	96	101	101	101	-3	-1	0
CO/N=C/NC(=O)C1=NOC(CNc2ncc(C(F)(F)F)cc2Cl)C1 (centres undefined)	-9	96	105	110	105	11	1	-8
O=c1c2c(n3cnnc3n1-c1ccccc1)-c1ccccc1CC21CCCC1	7	98	85	98	98	3	-2	-5
CCN(CC)CCCNC(=O)C1c2ccccc2C(=O)N(CCOC)C1c1ccc(F)cc1 (centres undefined)	-9	104	109	103	103	-1	1	-2
CC1CC(C)CN(C(=O)COC(=O)Cc2c[nH]c3ccccc23)C1 (centres undefined)	3	101	105	104	98	9	0	-19
CCOC(=O)C1(Cc2ccccc2)CCCN(C(=O)c2cn[nH]c2)C1 (centres undefined)	2	98	90	69	93	-6	1	-7
O=C(CSc1nc2ccccc2s1)Nc1cc(C(=O)O)cc(C(=O)O)c1	-5	100	97	93	99	-5	6	6
COc1cccc(C(=O)CN(C(=O)c2ccc(Cl)c(Cl)c2)N2C(=O)c3ccccc3C2=O)c1	1	104	117	87	106	-5	3	0
C=CCN1C(=O)C(Cc2ccc(OCC)cc2)SC1=Nc1ccc(C(=O)O)cc1 (centres undefined)	-3	100	79	103	99	-1	0	1
CCOC(=O)CC/C(C)=N\N=C1\SC(CC(=O)O)C(=O)N1c1ccccc1 (centres undefined)	2	91	99	91	106	0	3	3
COc1ccccc1CNC(=O)C(CC(C)C)NC(=O)C1CCC(C)CC1 (centres undefined)	2	101	102	103	99	1	2	-17
CSc1nc(-c2ccccc2)nn1C(=O)c1ccc(C)cc1	3	99	112	108	100	7	1	1
COc1ccc(-c2cc(C(=O)OCC(=O)N3CCOCC3)c3ccccc3n2)cc1	-2	88	112	143	97	-19	1	12
O=C(CCn1cnnn1)Nc1ccc(Cl)c(Cl)c1	4	104	93	104	104	8	-1	-1
O=S(=O)(NCCc1csc(-c2cccnc2)n1)c1cccc(F)c1	4	100	119	103	109	1	13	2
Cc1ccnc2nc(C(=O)Nc3ccc(N4CCOCC4)cc3)nn12	-5	97	90	97	102	5	3	0

Screening results as filed in PubChem.
